# CR mimetic SO – reduction of superoxide in aged yeast, primary screen, HTS; 330,000 tested, 0.18% active; AID 2690, 2010; S. cerevisiae aged cells, superoxide DHE fluorescence; stronger effect = lower value; superoxide response (% of plate mean), % at 10 µM;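 active = superoxide response under a set limit, about three screen SD below normal, cut at about 65% in these data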;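 note: yeast aged for seven days with compound at 30 °C before DHE staining; 100% = average MFI of all compound-treated wells on the plate with controls excluded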
# LAP4-GFP MLPCN – modulators of LAP4-GFP expression in yeast, primary screen, S. cerevisiae, multiplex flow cytometry, MLPCN library | 320,000 tested, 0.34% active | GFP response vs DMSO, % at 10 µM | 3 h; median GFP as percent of DMSO wells | AID 2023, 2009;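 active = GFP response vs DMSO above a set limit, about the screen mean plus 3 SD, cut at about 150% in these data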
# procasp7 counter – procaspase-7 activators, primary screen, counter-screen for procaspase-3 activator project, biochemical, absorbance, HTS, human | 330,000 tested, 0.093% active | AID 463210, 2010 | activation, % at 8.5 µM | recombinant procaspase-7, Ac-DEVD-pNA absorbance 405 nm; D23A/D198A/D206A triple mutant, cannot self-cleave; scale: DMSO 0, 5 µM enzyme 100 | Caspase-7 (Homo sapiens), P55210;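 active = percent activation above the screen-wide mean plus 3 SD, cut at about 25% in these data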
#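 Replicates: singlicate. Assay system: Procaspase-7 triple mutant (PC-7 D3A). Signal: 405 nm absorbance of p-nitroaniline. Times: 1 h preincubation, 2 h reaction. Buffer or medium: Zinc-free HEPES pH 7.4 with 300 mM NaCl, 0.01% Triton X-100. Also added: DEVD-pNA substrate. Benchmarks: DMSO wells as 0%, DMSO with 5 µM added PC-7 as 100%.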
# MEP2-GFP yeast – modulators of MEP2-GFP levels in yeast, primary screen, S. cerevisiae, multiplex flow cytometry, MLPCN library. S. cerevisiae MEP2-GFP strain, 3 h; 100% = DMSO control level. GFP response vs DMSO, % at 10 µM. 330,000 tested, 0.51% active;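 active = GFP response versus DMSO above a set limit, roughly screen mean plus 3 SD, cut at about 180% in these data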;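 note: median GFP fluorescence of the barcode-gated MEP2-GFP cells per well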
# proCasp3 act – activators of human procaspase-3 D3A mutant, primary screen, biochemical, absorbance, PC-3 D3A mutant, single concentration; activation, % at 8.5 µM; 330,000 tested, 0.11% active; AID 463141, 2010; recombinant procaspase-3 D3A, Ac-DEVD-pNA absorbance 405 nm;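 active = activation above the mean of all tested compounds plus 3 SD, cut at about 21% in these data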;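 note: 0% = DMSO alone and 100% = DMSO wells spiked with extra 5 µM PC-3 D3A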
#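 assay system = Procaspase-3 D3A mutant | signal = absorbance at 405 nm, 0 and 120 min | times = 1 h preincubation plus 2 h reaction at 25 °C | repeats = single replicate | read-out = % activation between DMSO and enzyme-spiked controls | medium = Zinc-free HEPES saline buffer with Triton X-100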
# RPL19A TOR yeast – RPL19A-GFP expression modulators in yeast, primary screen, cell-based, S. cerevisiae, multiplex flow cytometry, MLPCN; percent response vs DMSO, % at 10 µM; 330,000 tested, 0.3% active; S. cerevisiae RPL19A-GFP strain, 3 h; stronger effect = lower value;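 active = percent response vs DMSO below 50%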;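 note: median channel GFP fluorescence of the barcoded RPL19A-GFP strain; ratio of sample median GFP to plate DMSO average so 100% = DMSO; lower means less RPL19A-GFP as with rapamycin TOR inhibition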
# JMJD2C inh – inhibitors of GASC-1 histone demethylase, primary screen, biochemical, fluorescence, DELFIA europium; AID 2099, 2009; GST-JMJD2C(1-420) H3K9me3 demethylation; 330,000 tested, 0.069% active; inhibition, % at 2.35 µM; Lysine-specific demethylase 4C (Homo sapiens), Q9H3R0;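 active = more than half of a compound's replicate wells show inhibition beyond 50%, single wells judged on their own value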;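 note: signal counts dimethyl H3K9 product captured on neutravidin plate; 0% = median of DMSO wells and 100% = 0.3 times that DMSO median; strong numbers were not always called active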
# AHR act – AHR activators, primary screen, cell-based, luminescence, luciferase reporter, human; Aryl hydrocarbon receptor (Homo sapiens), P35869; AHR-responsive luciferase reporter cells; activation, % at 5 µM; 320,000 tested, 2.5% active; in the data active = activation above about 47%;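 note: 0% = vehicle wells and 100% = reference agonist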
# Target sequence (P35869 whole entry, looked up): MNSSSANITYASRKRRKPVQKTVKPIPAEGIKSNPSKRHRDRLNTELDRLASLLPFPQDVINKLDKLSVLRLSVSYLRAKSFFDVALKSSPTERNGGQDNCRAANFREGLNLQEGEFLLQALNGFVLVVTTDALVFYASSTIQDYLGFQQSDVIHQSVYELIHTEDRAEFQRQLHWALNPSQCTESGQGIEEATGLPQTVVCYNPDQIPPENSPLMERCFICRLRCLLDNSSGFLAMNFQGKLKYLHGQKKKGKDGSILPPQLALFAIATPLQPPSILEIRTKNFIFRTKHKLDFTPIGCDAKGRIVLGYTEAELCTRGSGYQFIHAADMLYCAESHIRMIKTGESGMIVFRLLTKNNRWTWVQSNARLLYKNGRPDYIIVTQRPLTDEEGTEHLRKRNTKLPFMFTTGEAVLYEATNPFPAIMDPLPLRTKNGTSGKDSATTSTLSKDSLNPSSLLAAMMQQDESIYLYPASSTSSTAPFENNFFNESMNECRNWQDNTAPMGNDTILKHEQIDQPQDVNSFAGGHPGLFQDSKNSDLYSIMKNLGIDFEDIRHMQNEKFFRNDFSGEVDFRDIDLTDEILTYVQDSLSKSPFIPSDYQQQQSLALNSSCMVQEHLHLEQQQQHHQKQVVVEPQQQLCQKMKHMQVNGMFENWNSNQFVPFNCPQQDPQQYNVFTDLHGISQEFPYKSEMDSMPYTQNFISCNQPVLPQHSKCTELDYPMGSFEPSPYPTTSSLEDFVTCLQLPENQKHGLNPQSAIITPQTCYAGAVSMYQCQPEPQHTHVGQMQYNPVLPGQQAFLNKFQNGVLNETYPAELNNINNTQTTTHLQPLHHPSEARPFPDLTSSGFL
# Active calls of the source: *; i = inactive; . = not tested or not shown.
SMILES,CR mimetic SO,LAP4-GFP MLPCN,procasp7 counter,MEP2-GFP yeast,proCasp3 act,RPL19A TOR yeast,JMJD2C inh,AHR act
Cn1c(N)c(C(=O)CSc2nnc(-c3ccccc3F)n2C2CC2)c(=O)n(C)c1=O,89,101,2,101,-2,99,-12,2
CCOc1ccc(-c2cc(C(=O)N3CCCC3)c3ccccc3n2)cc1,113,82,8,100,-1,102,4,15
COC(=O)CN1C(=S)N(Cc2ccccc2)C(=O)C1CC(=O)Nc1ccc(OC)cc1 (stereo not drawn),104,110,-4,110,3,108,-27,0
Cc1ccc2c(CSc3nncs3)cc(=O)oc2c1,109,107,11,101,4,98,0,6
FC(F)(F)c1ccc(Cl)c(-n2c(-c3cc(-c4ccco4)[nH]n3)n[nH]c2=S)c1,93,99,-23,90,-14,93,6,11
COc1cc(C(C)=O)ccc1COc1ccc(C(=O)OCC(=O)NC(C)(C)C)cc1OC,95,103,-4,105,-1,106,-14,-2
COc1ccc(S(=O)(=O)NCCSCc2cccc(C)c2)cc1Br,90,104,-2,104,7,98,29,-1
O=C(CN(C1CCCCC1)S(=O)(=O)c1ccc(Cl)cc1)N1CCOCC1,93,90,1,150,13,54,-1,0
O=C(O)CCCC(=O)Nc1nc(-c2ccc(F)cc2)cs1,102,90,5,96,8,90,1,0
Cc1c(C)c(C)c(S(=O)(=O)N2CCNCC2)c(C)c1C,91,99,7,99,-4,96,1,0
O=[N+]([O-])c1ccc(Nc2ccc3ccccc3c2)nc1,95,119,-12,106,-10,96,-8,-2
Cc1ccc(C(=O)Nc2nccs2)s1,98,99,-1,106,-2,104,9,7
O=c1[nH]cc(N=Cc2cc([N+](=O)[O-])ccc2O)c(=O)[nH]1,96,94,-13,105,-8,104,4,2
Cc1cccc(C(=O)NC(C)C(c2cccs2)N2CCOCC2)c1 (stereo not drawn),106,107,1,97,3,98,0,0
Cc1cc(OC(C)C(=O)NCCc2c[nH]c3ccccc23)c2c(C)cc(=O)oc2c1 (stereo not drawn),89,107,10,106,7,100,-2,2
Cc1nc(N2CCC3(CC2)OCCO3)c2nnn(Cc3ccccc3F)c2n1,90,99,7,96,0,96,1,24
C=CCOc1cccc(C2C(C(=O)c3ccc(C)o3)=C(O)C(=O)N2CCN(C)C)c1 (stereo not drawn),83,95,-37,98,-13,95,.,0
Cn1ccc(C(=O)OCC(=O)Nc2cccc(Cl)c2)n1,84,99,7,102,1,101,i,1
CCCN1CCN(CCCNC(=O)C(CC)n2nc(C)n3c(cc4occc43)c2=O)CC1 (stereo not drawn),123,111,-10,107,10,105,8,0
O=S(=O)(c1ccc(NC(=S)NCc2ccco2)cc1)N1CCCC1,95,103,-7,102,-2,100,-5,-1
CC(C)(C)c1ccc(C(=O)O)c(C(=O)c2ccccc2)c1,84,147,0,91,4,88,-12,-1
CCOc1c(OC)cc(C2C(C#N)=C(N)Oc3n[nH]c(-c4ccncc4)c32)cc1OC (stereo not drawn),101,106,11,114,-8,104,5,5
Cc1ccccc1CSc1nnc(-c2ccccn2)n1C,94,112,-6,90,6,97,-22,-2
O=C1C(=O)N(Cc2cccc([N+](=O)[O-])c2)c2ccccc21,85,91,9,98,4,101,-26,-2
CCN(CC)S(=O)(=O)c1cc(C(=O)OCC(=O)c2ccc3c(c2)NC(=O)CO3)ccc1Cl,107,87,16,99,7,99,-7,0
O=C(NC(=S)NNC(=O)c1cccs1)c1ccccc1,132,100,-5,102,-3,110,-1,52*
O=S(=O)(NCc1csc(-c2cccnc2)n1)c1ccc(Cl)s1,109,105,-2,100,-6,99,-3,44
CCOc1ccc(N(C)S(=O)(=O)c2cc(-c3cc(C)no3)ccc2C(C)C)cc1,96,90,-1,99,-1,96,11,3
CCOC(=O)c1cc(-c2ccccc2)sc1NC(=O)CCN1C(=O)c2ccccc2C1=O,96,89,-3,104,-2,103,-1,-1
O=C(CCS(=O)(=O)c1ccc(Cl)cc1)N1CCCc2ccccc21,104,98,3,89,5,95,-7,10
O=C(CNC(=O)c1ccc(Cl)cc1)NC(CO)c1ccccc1 (stereo not drawn),86,107,-5,98,7,100,-23,3
COc1ccc(NC(=O)CCSc2ccc(C)cc2)cc1,101,98,3,96,-3,100,5,0
CC(C)(C)c1cc(OC(=O)c2ccccc2F)ccc1O,103,115,-2,102,4,112,12,0
Cc1ccc(C(=O)OCC(=O)Nc2ccc3[nH]c(=O)[nH]c3c2)cc1S(=O)(=O)N1CCOCC1,98,101,-12,107,-16,94,4,2
CC1CCCN(C(=O)CN2C(=O)c3ccccc3S2(=O)=O)C1 (stereo not drawn),115,103,-4,102,4,98,0,0
Cc1cccc(C)c1NC(=O)CCCN1CC(C)OC(C)C1 (stereo not drawn),81,100,3,105,4,100,9,0
COc1ccc(C(C)=NNC(=O)c2cccc(S(=O)(=O)N3CCCC3)c2)cc1,100,94,7,91,5,94,12,3
CCN(CC)c1ccc(NC(=O)Cn2nnc(-c3cccc(OC)c3OC)n2)c(C)c1,97,91,18,102,-5,102,-4,1
CC(=O)N1CCN(C(=O)c2ccc(-c3cccc(C(F)(F)F)c3)o2)CC1,107,108,4,104,4,106,-7,6
O=C(NCCN1CCOCC1)c1cc(Cl)ccc1[N+](=O)[O-],112,98,2,100,-8,97,3,2
CCc1nc2ccccc2n1CCC(=O)O,105,100,0,107,9,103,-2,1
COc1ccc(/C=N\NC(=O)c2ccccc2Br)cc1COc1ccc(F)cc1,96,103,5,91,2,93,-5,1
C=C(C)C(=O)Nc1cccc(C2=NOC3(C2)C[C@@H](C(N)=O)N(C(=O)C2(C)CC2)C3)c1 (stereo partly drawn),101,94,-12,112,-4,99,19,-1
CC(Sc1nnc(-c2ccccc2)c(-c2ccccc2)n1)C(=O)Nc1ncc(Cl)cc1Cl (stereo not drawn),96,96,-1,100,2,102,9,7
COc1ccc(C2CC(=O)OC3=C2C(=O)CC(C)(C)C3)c(OC)c1 (stereo not drawn),96,105,2,106,5,100,-8,2
O=C(CSc1ccccc1)NC1CCCCCCC1,101,106,6,95,-2,99,20,2
COc1ccc(C(=O)Nc2cnc(NC(=O)c3cccs3)cc2C)cc1,107,94,4,94,-4,99,13,4
CSc1ncccc1C(=O)Nc1nc(C(C)(C)C)cs1,98,95,13,107,9,99,-23,17
Cc1c(Nc2scc(-c3ccccc3)[n+]2-c2ccccc2)c(=O)n(-c2ccccc2)n1C,94,105,-17,111,-13,114,25,1
O=c1ccc2cc(S(=O)(=O)Nc3ccc(Br)cc3)ccc2o1,101,99,.,104,.,101,3,.
O=C(NCc1ccco1)C(=S)N1CCCC1,115,102,6,97,0,95,-5,-2
O=C(NCc1ccccc1Cl)C1CCCN(S(=O)(=O)c2cccc3nsnc23)C1 (stereo not drawn),93,96,1,107,3,100,1,-1
CC(C)(C)C(=O)OCCNc1nc(-c2ccccc2)nc2ccccc12,109,96,-2,106,-3,100,4,34
C=CCc1ccc(OCC(O)CO)c(OC)c1 (stereo not drawn),82,90,-6,90,-7,101,-1,-4
CCOc1ccc(OCC)c(NC(=O)c2nnn(CC(=O)Nc3cc(C)cc(C)c3)c2N)c1,102,101,-1,98,3,99,-8,10
COc1ccc(Cl)cc1C(=O)NNC(=O)c1cc2ccccc2o1,101,100,-8,99,3,96,3,28
CSCCC(NS(=O)(=O)c1ccc(Cl)cc1)C(=O)O (stereo not drawn),114,106,3,97,-6,101,31,-2
NC(=O)CC(NC(=O)Cc1ccc(Br)cc1)c1ccc(NCc2ccc(F)cc2)c([N+](=O)[O-])c1 (stereo not drawn),113,114,-15,107,-4,101,-19,11
CCOC(=O)CSC1=C(C#N)C(c2ccccc2OCC)C(C(=O)OCC)C(=O)N1 (stereo not drawn),125,.,-1,93,-1,89,7,1
O=C(N=C1c2ccccc2CN1c1ccccc1)c1cccc([N+](=O)[O-])c1,108,97,16,116,-2,119,-5,21

# In the list so far, these have a thiophene ring, fused or not:
SMILES,CR mimetic SO,LAP4-GFP MLPCN,procasp7 counter,MEP2-GFP yeast,proCasp3 act,RPL19A TOR yeast,JMJD2C inh,AHR act
Cc1ccc(C(=O)Nc2nccs2)s1,98,99,-1,106,-2,104,9,7
Cc1cccc(C(=O)NC(C)C(c2cccs2)N2CCOCC2)c1 (stereo not drawn),106,107,1,97,3,98,0,0
O=C(NC(=S)NNC(=O)c1cccs1)c1ccccc1,132,100,-5,102,-3,110,-1,52*
O=S(=O)(NCc1csc(-c2cccnc2)n1)c1ccc(Cl)s1,109,105,-2,100,-6,99,-3,44
CCOC(=O)c1cc(-c2ccccc2)sc1NC(=O)CCN1C(=O)c2ccccc2C1=O,96,89,-3,104,-2,103,-1,-1
COc1ccc(C(=O)Nc2cnc(NC(=O)c3cccs3)cc2C)cc1,107,94,4,94,-4,99,13,4

# Continuation.
SMILES,CR mimetic SO,LAP4-GFP MLPCN,procasp7 counter,MEP2-GFP yeast,proCasp3 act,RPL19A TOR yeast,JMJD2C inh,AHR act
Cc1ccc(-c2[nH]nc3c2C(c2ccoc2)C(C#N)=C(N)O3)cc1C (stereo not drawn),100,101,-4,89,5,108,-3,4
CCCn1c2c(c(O)c(C(=O)Nc3ncccc3C)c1=O)CCCC2,100,91,2,96,-4,96,-2,39
O=C(O)c1cc(S(=O)(=O)Nc2ccccc2C(=O)O)ccc1O,95,96,10,91,9,97,9,-1
COc1ccc(C(C(=O)NC(C)(C)C)N(CCc2ccc(OC)c(OC)c2)C(=O)CCC(=O)Nc2cc(C)on2)cc1 (stereo not drawn),87,93,6,107,10,107,7,0
CC(C)[C@H](Nc1ccc(S(=O)(=O)N2CCOCC2)cc1[N+](=O)[O-])C(=O)OCC(N)=O,122,93,10,105,-4,102,9,0
CCN(C(=O)Cn1c(=O)oc2cc(S(=O)(=O)N3CCOCC3)ccc21)c1ccccc1,116,106,7,105,0,104,5,0
O=C(NCCc1csc(-c2ccc(Cl)cc2)n1)c1ccco1,91,111,-3,96,0,103,-12,19
NNC(=O)CCN1CCN(C(c2ccccc2)c2ccccc2)CC1,85,103,1,98,1,100,0,0
CC1CCN(C(=O)CSc2nnc(CNC(=O)c3c(F)cccc3F)o2)CC1,100,106,3,112,-5,96,35,1
O=C(CC1CC2CCC1C2)N1CCN(S(=O)(=O)c2ccccc2C(F)(F)F)CC1 (stereo not drawn),79,111,-11,103,2,104,-4,4
Cc1cc(N)ccc1NC(=O)CN1CCOCC1,96,85,-19,96,8,97,-5,1
CCOc1ccc(NC(=O)CN2CCN(CC(=O)Nc3ccc(C(=O)OC)cc3)CC2)cc1,107,99,-2,106,2,100,-1,0
Cc1cccn2c(=O)c(C(=O)NCCCN3CCCCC3C)c(O)nc12 (stereo not drawn),122,100,3,103,4,104,7,2
Oc1ccc(/C=N/Nc2cc(N3CCCC3)nc(N3CCCC3)n2)cc1O,97,102,-3,91,6,94,-3,9

# Compound activity (PubChem BioAssay)
